Eya2 phos inh: blocks the phosphatase activity of human Eya2 | recombinant Eya2, OMFP fluorescence dephosphorylation (OMFP is methylfluorescein phosphate) | Potency, µM (series often up to 76.9 µM), inactives show at the top dose activity, negative = inhibition, most hits filed as inhibitors | 330,000 compounds, 0.006% hits | AID 488837; note: potency is the fitted concentration of half-maximal effect; % is set by controls: 0 for no effect and ±100 for the full control effect
Target sequence (O00167 whole entry, looked up): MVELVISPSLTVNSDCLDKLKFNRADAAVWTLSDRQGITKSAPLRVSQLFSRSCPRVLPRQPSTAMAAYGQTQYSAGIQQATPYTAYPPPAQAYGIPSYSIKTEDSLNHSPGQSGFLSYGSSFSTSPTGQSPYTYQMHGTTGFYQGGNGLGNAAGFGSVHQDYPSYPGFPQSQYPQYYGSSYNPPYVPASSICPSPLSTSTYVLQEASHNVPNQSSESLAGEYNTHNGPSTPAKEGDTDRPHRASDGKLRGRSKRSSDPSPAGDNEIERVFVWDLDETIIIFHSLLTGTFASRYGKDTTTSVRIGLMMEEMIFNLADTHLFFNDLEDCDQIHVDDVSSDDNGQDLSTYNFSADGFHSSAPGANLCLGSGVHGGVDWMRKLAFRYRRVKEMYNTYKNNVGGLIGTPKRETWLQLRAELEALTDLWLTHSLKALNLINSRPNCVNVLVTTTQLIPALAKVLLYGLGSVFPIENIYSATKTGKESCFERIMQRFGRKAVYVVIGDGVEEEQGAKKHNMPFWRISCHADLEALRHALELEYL
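Eya2 (0.2 uM) preincubated 10 min at ambient with compound, then OMFP substrate added at 50 uM; 10 min reaction in 50 mM HEPES pH 7.5, 50 mM NaCl, 5 uM MgCl2, 0.05% BSA, 1 mM DTT. Fluorescence read at Ex 485/Em 525 nm.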
Mito fusion act: inhibitors of mitochondrial division or activators of mitochondrial fusion; 320,000 compounds, 0.23% hits; Potency, µM (top dose mostly 46.1 µM), inactives show top-dose growth rescue (activation), usual class: activators; S. cerevisiae fusion-defective mutant growth rescue, CellTiterGlo 48 h;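 note: potency is the fitted concentration of half-maximal effect; % of control where 0% means no effect; nearly all actives have a fitted effect of over 45% in size; temperature-sensitive fusion mutants such as fzo1-1 at 37 °C on non-fermentable ethanol glycerol medium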
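Read-out: ATP-based luminescence (CellTiterGlo, 10 min ambient) reporting growth of fusion-defective ts yeast after 48 hours at 37C on glycerol/ethanol YPEG medium in the presence of compound.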
USP2a block: USP2a (human) protease inhibition; O75604; USP2 core, Ub-CHOP2 coupled fluorogenic reporter, 485/531; Potency, µM (top dose mostly 38.3 µM), without a hit: top-dose activity change, negative = inhibition, actives largely listed as inhibitors; 330,000 compounds, 0.01% hits;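 note: potency is the fitted concentration of half-maximal effect; plate controls were DMSO wells for no effect and full inhibition by NEM control for full effect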
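Cell-free coupled assay: 10nM USP2 core preincubated 30min RT with compound in Tris-HCl pH 8.0/CaCl2/CHAPS buffer, then 25nM Ub-CHOP2 and 25nM reporter substrate; fluorescence (Ex 485/Em 531) read after 60min RT, normalized to NEM inhibition, concentration-response curves fitted.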
TCR act: activators of T cell receptors | primary human leukocytes, anti-CD3, IL-2 HTRF, 48 h | Potency, µM (top dose mostly 9.22 µM), inactives show top-dose activation of IL-2 secretion, hits mostly activators | 330,000 tested, under 10 active | AID 504894; note: % of control where 0% means no effect
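Primary human leukocytes incubated 48 hr with anti-CD3 beads plus compound, without co-stimulation. Secreted IL-2 measured by HTRF (europium cryptate/d2 anti-IL-2 pair, 320 nm excitation, 665 nm emission).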
uPA generation: cell surface uPA generation inhibition; AID 540303; Potency, µM (series often up to 38.3 µM), inactives show at the highest dose activity change, negative = inhibition, most hits filed as inhibitors; 330,000 compounds, 0.31% hits; cell surface uPA generation assay, qHTS; active = well fitted inhibition curve with a large enough effect; inconclusive = small, poorly fitted or top-dose-only effect; inactive = no such curve, though single readings can be large or run the other way; tested in mouse RAW 264.7 cells; note: potency is the fitted concentration of half-maximal effect; % is set by controls: 0 for no effect and ±100 for the full control effect; nearly all actives have a fitted effect of over 55% in size
Tb PFK inh: inhibitors of T. brucei phosphofructokinase | T. brucei PFK, ADP-Glo luminescence | O15648 | Potency, µM (highest dose often 57.5 µM), inactives show at the top dose activity, negative = inhibition, usual class: inhibitors | 330,000 compounds, 0.17% hits;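 note: potency is the fitted concentration of half-maximal effect; 0% = uninhibited 1x PFK enzyme wells and -100% = no-enzyme wells; nearly all actives have a fitted effect of over 60% in size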
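Compounds were pin-transferred as a titration series up to 57 uM into substrate buffer (0.5 mM F6P, 0.1 mM ATP, pH 8.0), then 1.25 nM PFK was added and reactions ran 45 min before ADP-Glo detection.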
Chronic BCR inh: inhibitors of chronic active B-cell receptor signaling | ABC-DLBCL IkBa-CBG/CBR reporter, luminescence ratio, 4 h | Potency, µM (doses to about 46.1 µM), inactives show at the top dose ratio change, negative = lower green/red ratio, most hits filed as inhibitors | 340,000 compounds, 0.05% hits | AID 493014; active = well fitted inhibition curve with a large enough effect in the signal ratio, with a control signal flat, not every such curve was filed as active; inconclusive = small, poorly fitted or top-dose-only effect, or effect the other way, or a change in a side signal; the % refers to the signal ratio;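 note: potency is the fitted concentration of half-maximal effect; plate controls were basal doxycycline-induced cells for no effect and cells given 10 µM MG132 for full effect; MG132 reads +100%, hits lower the ratio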
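Doxycycline induced both beetle luciferases in TMD8 lymphoma cells; IKK-driven degradation limits the IkappaBalpha-fused green signal, while red luminescence normalises for cell number and nonspecific effects. Compounds tested up to 46 uM, 4 hrs.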
ELG1 repair inh: inhibitors of ELG1-dependent DNA repair in HEK293T cells | 330,000 compounds, 2.3% hits | HEK293T ELG1-luciferase reporter, luminescence, 16 h; DNA damage induced by 5-fluorouridine | AID 504467 | Potency, µM (highest dose often 46.1 µM), for inactives: at the highest dose activity change, negative = inhibition, actives largely listed as inhibitors; note: potency is the fitted concentration of half-maximal effect; % is set by controls: 0 for no effect and ±100 for the full control effect; nearly all actives have a fitted effect of over 55% in size
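Reporter activity after DNA damage by 5-fluorouridine is monitored. Compound-treated cells incubate 16 hr at 37 °C, then ONE-Glo is added for 30 min before luminescence reading.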
B2AR arrestin: recruits beta-arrestin to the human beta2-adrenergic receptor; P07550; beta-arrestin recruitment to beta2AR, cell-based reporter; Potency, µM (titrated, usually from 46.1 µM), inactives show top-dose activation, usual class: activators; 330,000 compounds, 0.02% hits;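 note: potency is the fitted concentration of half-maximal effect; 0% = DMSO controls and full agonism = EC100 isoproterenol or metaproterenol; nearly all actives have a fitted effect of over 65% in size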
TSHR antagonist: human thyrotropin receptor antagonism. P16473. TSHR-expressing cells, TSH-stimulated cAMP HTRF, 2 h; stronger effect = lower value. activity change, negative = inhibition, % at 11.5 µM. 330,000 compounds, 0.2% hits;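 active = activity change below a set negative limit, meaning inhibition stronger than a set level, cut at about -70% in these data; inconclusive = activity change between two set negative limits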; note: % is set by controls: 0 for no effect and ±100 for the full control effect
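Inhibition of cAMP made by TSHR-expressing cells under TSH stimulation (4nM final, EC80; 2 h, 37 deg C) is quantified with a one-step lysis HTRF kit, anti-cAMP cryptate versus cAMP-d2.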
PTAP TSG101 blk: blocks PTAP/TSG101 interaction to inhibit HIV-1 budding; Q99816; Fluorescence polarization, FITC-PTAP peptide / Tsg101 binding; Potency, µM (top dose mostly 115 µM), for inactives: top-dose activity change, negative = inhibition, usual class: inhibitors; 340,000 tested, under 10 active; AID 493005; active = well fitted inhibition curve with a large enough effect in the main read-out, with a control signal flat, not every such curve was filed as active; inconclusive = small, poorly fitted or top-dose-only effect, or effect the other way, or a change in a side signal; inactive = no such curve, though single readings can be large or run the other way; note: potency is the fitted concentration of half-maximal effect; % of control where 0% means no effect
Target sequence (Q99816 whole entry, looked up): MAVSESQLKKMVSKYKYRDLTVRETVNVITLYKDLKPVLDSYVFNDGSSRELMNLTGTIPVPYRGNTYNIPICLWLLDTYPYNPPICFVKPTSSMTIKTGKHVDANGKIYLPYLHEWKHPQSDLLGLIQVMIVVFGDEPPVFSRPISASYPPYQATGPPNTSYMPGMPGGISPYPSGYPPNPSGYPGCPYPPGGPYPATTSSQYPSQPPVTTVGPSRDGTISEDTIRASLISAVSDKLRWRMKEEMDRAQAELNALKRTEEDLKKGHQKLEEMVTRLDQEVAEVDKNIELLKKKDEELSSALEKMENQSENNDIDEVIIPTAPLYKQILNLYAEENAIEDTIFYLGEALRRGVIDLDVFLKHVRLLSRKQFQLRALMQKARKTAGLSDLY
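Steps: Tsg101 binding domain dispensed (10 uM final), compounds pinned in DMSO, FITC-labeled PTAP-motif peptide added (50 nM final); after 20 min binding at room temperature, polarization measured.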
Active calls of the source: *; [ ] = dose if it differs, or a comment. Unless noted, calls come from the whole dose curve; as a rule, active = well fitted curve in the direction sought with a large enough effect; inconclusive = small, poorly fitted or top-dose-only effect, or another doubt; inactive = no such curve, though single readings can be large; an effect the other way counts as inactive or inconclusive.

CCCCN(C)CCNC(=O)CCn1nc(-c2ccc(Cl)cc2)ccc1=O was read as Eya2 phos inh 0%, Mito fusion act -4%, USP2a block -1%, TCR act 0%, uPA generation -1%, Tb PFK inh -8%, Chronic BCR inh -7%, ELG1 repair inh 4%, B2AR arrestin 0.3%, TSHR antagonist -6 and PTAP TSG101 blk -7%.
`CCCCCCCSc1nnc(N)s1` gave Eya2 phos inh 14%, Mito fusion act 19%, USP2a block 0%, TCR act -1%, uPA generation -1%, Tb PFK inh -11%, Chronic BCR inh inconclusive, ELG1 repair inh inconclusive, B2AR arrestin 0.1%, TSHR antagonist -19 and PTAP TSG101 blk -4%.
For CCN(C(=O)c1cnc(NC(C)C)cc1C(F)(F)F)c1ccc(Cl)cc1Cl the results were Eya2 phos inh -5%, Mito fusion act 12%, USP2a block 3%, TCR act 8%, uPA generation 3%, Tb PFK inh 1%, Chronic BCR inh inconclusive, ELG1 repair inh inconclusive, B2AR arrestin -1.0%, TSHR antagonist -10 and PTAP TSG101 blk -6%.
Screening O=C(c1cc(=O)c2ccccc2o1)N1CCN(c2cccc(Cl)c2)CC1 returned Eya2 phos inh -5%, Mito fusion act 6%, USP2a block 2%, TCR act -13%, uPA generation 1%, Tb PFK inh -27%, Chronic BCR inh inconclusive, ELG1 repair inh inconclusive, B2AR arrestin 0.0%, TSHR antagonist 9 and PTAP TSG101 blk 0%.
COC(=O)c1cc(C)ccc1OCc1ccc([N+](=O)[O-])cc1 was read as Eya2 phos inh -6%, Mito fusion act -4%, USP2a block 0%, TCR act 26%, uPA generation -13%, Tb PFK inh 0%, Chronic BCR inh inconclusive, ELG1 repair inh 28%, B2AR arrestin 0.0%, TSHR antagonist 13 and PTAP TSG101 blk -1%.
`CC(NC(=O)COC(=O)Cc1ccccc1[N+](=O)[O-])c1ccccc1` (stereo unspecified) gave Eya2 phos inh -19%, Mito fusion act 7%, USP2a block 0%, TCR act 3%[46.1 µM], uPA generation 4%, Tb PFK inh -3%, Chronic BCR inh -1%, ELG1 repair inh -2%, B2AR arrestin -0.5%, TSHR antagonist 1 and PTAP TSG101 blk -2%.
For CCC(C)c1ccc(NC(=S)NCCn2cc(Cl)cn2)cc1 (stereo unspecified) the results were Eya2 phos inh -1%, Mito fusion act 24%, USP2a block 2%, TCR act -6%, Tb PFK inh -4%, Chronic BCR inh -1%, ELG1 repair inh -12%, B2AR arrestin -0.9%, TSHR antagonist -16 and PTAP TSG101 blk 3%.
`CCC(C)/C(C)=N/NC(=O)c1ccc(CSc2nc3ccccc3s2)cc1` (stereo unspecified) gave Eya2 phos inh 5%, Mito fusion act 1%, USP2a block -2%, TCR act 2%[46.1 µM], uPA generation -3%, Tb PFK inh -5%, Chronic BCR inh inconclusive, ELG1 repair inh inconclusive, B2AR arrestin 2.6%, TSHR antagonist -10 and PTAP TSG101 blk 0%.
For Cc1ncoc1C(=O)N1CCCC(C(=O)c2ccc(Oc3ccccc3)cc2)C1 (stereo unspecified) the results were Eya2 phos inh 8%, USP2a block 5%, TCR act 7%, uPA generation -1%, Tb PFK inh 1%, Chronic BCR inh 11%, ELG1 repair inh inconclusive, B2AR arrestin 0.0%, TSHR antagonist -5 and PTAP TSG101 blk 3%.
For Cc1ccc(CCNC(=O)c2sc3nc4n(c(=O)c3c2C)CCC4)cc1 the results were Eya2 phos inh -1%, Mito fusion act 20%, USP2a block -1%, TCR act 3%, uPA generation 3%, Tb PFK inh -1%, Chronic BCR inh 5%, ELG1 repair inh -8%, B2AR arrestin 0.3%, TSHR antagonist 0 and PTAP TSG101 blk -3%.
`Cc1cc(C)cc(NC(=O)C2CCCN(S(=O)(=O)c3c(C)noc3C)C2)c1` (stereo unspecified) gave Eya2 phos inh 9%, Mito fusion act 24%, USP2a block 0%, TCR act -1%, uPA generation 4%, Tb PFK inh 1%, Chronic BCR inh 1%, ELG1 repair inh 6%, B2AR arrestin 0.3%, TSHR antagonist -12 and PTAP TSG101 blk 1%.
For CN(CC(=O)Nc1ccc(Cl)c(C(F)(F)F)c1)C(=O)CCc1nc2ccccc2c(=O)[nH]1 the results were Eya2 phos inh 5%, Mito fusion act 2%, USP2a block 1%, TCR act -2%, uPA generation -2%, Tb PFK inh 0%, Chronic BCR inh 0%, ELG1 repair inh 4%, B2AR arrestin -1.6%, TSHR antagonist 4 and PTAP TSG101 blk 3%.
For Cc1c(C)n(Cc2ccc(Cl)cc2)c2ccc(C(=O)NCCN3CCOCC3)cc12 the results were Eya2 phos inh -4%, Mito fusion act -36%[inhibitor], USP2a block 0%, TCR act -1%, uPA generation -10%, Tb PFK inh -7%, Chronic BCR inh 12%, ELG1 repair inh inconclusive, B2AR arrestin -1.0%, TSHR antagonist 0 and PTAP TSG101 blk 0%.
`CCc1ccccc1NC(=O)c1cccc(NC(=O)/C=C/c2ccco2)c1` gave Eya2 phos inh 6%, Mito fusion act 25%, USP2a block -6%, TCR act -3%[46.1 µM], uPA generation -8%, Tb PFK inh -13%, Chronic BCR inh inconclusive, ELG1 repair inh inconclusive, B2AR arrestin 0.0%, TSHR antagonist 12 and PTAP TSG101 blk -1%.
Screening Cc1cc(C)n2c(SCc3ccc(Br)cc3)nnc2n1 returned Eya2 phos inh -18%, Mito fusion act 12%, USP2a block -2%, TCR act 7%, uPA generation 11%, Tb PFK inh 4%, Chronic BCR inh 0%, ELG1 repair inh inconclusive, B2AR arrestin -0.4%, TSHR antagonist -2 and PTAP TSG101 blk 0%.
CCOc1cc(S(=O)(=O)n2ccnc2)ccc1Br was read as Eya2 phos inh 2%, Mito fusion act 4%, USP2a block 1%, TCR act -9%, uPA generation 3%, Tb PFK inh 3%, Chronic BCR inh -3%, ELG1 repair inh 9%, B2AR arrestin -0.3%, TSHR antagonist 5 and PTAP TSG101 blk -8%.
`N#Cc1ccccc1NS(=O)(=O)c1cc2c3c(c1)CCN3C(=O)CC2` gave Eya2 phos inh 14%, Mito fusion act -5%, USP2a block -1%, TCR act -1%, uPA generation 3%, Tb PFK inh -8%, Chronic BCR inh -2%, ELG1 repair inh 11%, B2AR arrestin -0.1%, TSHR antagonist 21 and PTAP TSG101 blk -1%.
`CC1SCC(=NOCc2ccccc2)CS1` (stereo unspecified) gave Eya2 phos inh 16%, Mito fusion act -2%, USP2a block 4%, TCR act -1%, uPA generation 0%, Tb PFK inh 4%, Chronic BCR inh inconclusive, ELG1 repair inh inconclusive, B2AR arrestin -1.1%, TSHR antagonist -70* and PTAP TSG101 blk -2%.
`COc1ccc(-c2[nH]ncc2CN(C)CCCN2CCOCC2)cc1F` gave Eya2 phos inh 1%, Mito fusion act 5%, USP2a block 1%, TCR act 7%, uPA generation 3%, Tb PFK inh -1%, Chronic BCR inh -1%, ELG1 repair inh 19%, B2AR arrestin -0.9%, TSHR antagonist -13 and PTAP TSG101 blk 1%.
COC(=O)Cc1c(C)[nH]n(-c2cc(Cl)cc(Cl)c2)c1=O was read as Eya2 phos inh -9%, Mito fusion act 1%, USP2a block 8%, TCR act 2%, uPA generation 2%, Tb PFK inh 1%, Chronic BCR inh 25%, ELG1 repair inh 9%, B2AR arrestin 0.1%, TSHR antagonist inconclusive and PTAP TSG101 blk -3%.
For O=C(NCCc1cccs1)C(c1ccccc1)c1ccccc1 the results were Eya2 phos inh -13%, Mito fusion act 4%, USP2a block -1%, TCR act -3%, uPA generation -1%, Tb PFK inh 1%, Chronic BCR inh -1%, ELG1 repair inh -1%, B2AR arrestin -0.9%, TSHR antagonist 15 and PTAP TSG101 blk -2%.
Screening Cc1ccc(CN(C)C(=O)CC2C(=O)NCCN2CC2CCCCC2)cc1 (stereo unspecified) returned Eya2 phos inh -4%, Mito fusion act 4%, USP2a block 0%, TCR act 4%, uPA generation 3%, Tb PFK inh 2%, Chronic BCR inh -10%, ELG1 repair inh -1%, B2AR arrestin -0.3%, TSHR antagonist -13 and PTAP TSG101 blk -5%.
For Cc1nc2sc3c(c2c2nc(-c4ccco4)nn12)CCCC3 the results were Eya2 phos inh 5%, Mito fusion act 2%, USP2a block 2%, Tb PFK inh -3%, Chronic BCR inh 14%, ELG1 repair inh -1%, B2AR arrestin -0.2% and TSHR antagonist -9.
